Bioassay records: PubChem, several laboratories
AI-2 QS mod: modulators of Vibrio harveyi AI-2 quorum sensing system. activity change, % at 7.5 µM. AID 2094. 300,000 tested, 0.4% active. Vibrio harveyi JMH597 AI-2 luminescence/OD600 ratio, 9 h; stronger effect = lower value; strain lacks LuxN and CqsS sensors; 0 = neutral-control median; in the data active = activity change below about -75%, passing the limit was not always enough; inconclusive = no clear call, values can overlap the other calls;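 also: luminescence divided by OD600 gain over 9 h not by final OD600 alone; inactives centre near 13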
Platelet DG rel: platelet dense granule release activity | inhibition, %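 (compounds screened at 7.5 µM in platelet-rich plasma)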 | human platelet-rich plasma, SFLLRN dense granule ATP release, luminescence | AID 1663 | 300,000 tested, 0.22% active;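 active = mean replicate score, as percent of positive control, at or above 50; inconclusive = mean below 50 but at least one replicate at or above 50; inactive = mean and every replicate below 50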
aSyn UTR inh: MLPCN primary screen, SNCA 5' untranslated region; alpha-synuclein 5'UTR reporter, inhibitor activity; inhibition, % (tested at 7.5 µM); 300,000 tested, 0.82% active; in the data active = inhibition above about 60%; inconclusive = no clear call, values can overlap the other calls;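 also: H4 neuroglioblastoma cells stably carrying SNCA 5'UTR luciferase fusion; 0% = DMSO wells and 100% = positive control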
HIF act: HIF pathway transcriptional activation | U2OS HRE-luciferase reporter, luminescence; normalized: DMSO 0%, desferrioxamine 100% | activation, % at 7.5 µM (by protocol) | 300,000 tested, 0.32% active | AID 1910;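 active = mean activation of at least 10% of the iron chelator positive control signal, with at least half of replicates also reaching 10%; inconclusive = mean and replicate majority disagree about reaching 10%; inactive = mean and most replicates under 10%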
IEC-6 cytotox: IEC-6 cytotoxicity, counter-screen for KLF5 inhibitors; luminescence viability; inhibition, % at 5 µM; 290,000 tested, 0.78% active; in the data active = inhibition above about 22%;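 also: 0% = plate median of test compound wells and 100% = cytotoxic reference compound wells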
KLF5 inhibitor: kruppel-like factor 5 inhibition; 290,000 tested, 0.23% active; inhibition, % at 5 µM; DLD-1 KLF5 promoter-luciferase reporter, luminescence;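 active = inhibition above a per-plate limit of that plate's mean compound inhibition plus 3 SD, cut at about 60% in these data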;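 also: 0% = DMSO wells and 100% = LY294002 at 200 µM; higher means less KLF5 promoter-driven luciferase light; inactives centre near -14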
HSP90 inh: HSP90 refolding inhibition in rabbit reticulocyte lysate | 290,000 tested, 0.91% active | AID 1789 | inhibition, % at 5.6 µM | luciferase refolding luminescence, 3 h;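 active = inhibition above the screen-wide mean plus 3 SD, computed separately per campaign, cut at about 16% in these data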;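 also: 0% = DMSO wells and 100% = 60 µM geldanamycin wells; inhibitors lower the luminescence because luciferase stays unfolded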
HSF1 inh: HSF1 inhibition | NIH3T3-HGL HSE-luciferase, MG132-induced, luminescence 8 h; stronger effect = lower value | activity change, negative = inhibition, % at 7.5 µM (by protocol) | AID 2098 | 300,000 tested, 0.77% active;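 active = more than half of replicate wells show activity change below -50%, luminescence cut by over half; inconclusive = some wells, but at most half, below -50%; inactive = no replicate well below -50%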;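 also: luciferase reports HSF-1 transcriptional activity via heat shock element; 0% = median of DMSO wells and -100% = zero luminescence signal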
HDAC3 inhib: inhibitors of human histone deacetylase 3. O15379. recombinant HDAC3, fluorogenic peptide/trypsin coupled, fluorescence. inhibition, % at 8.3 µM. 320,000 tested, 0.15% active. AID 2718; in the data active = inhibition above about 26%, passing the limit was not always enough; inconclusive = no clear call, values can overlap the other calls
Target sequence (O15379 whole entry, looked up): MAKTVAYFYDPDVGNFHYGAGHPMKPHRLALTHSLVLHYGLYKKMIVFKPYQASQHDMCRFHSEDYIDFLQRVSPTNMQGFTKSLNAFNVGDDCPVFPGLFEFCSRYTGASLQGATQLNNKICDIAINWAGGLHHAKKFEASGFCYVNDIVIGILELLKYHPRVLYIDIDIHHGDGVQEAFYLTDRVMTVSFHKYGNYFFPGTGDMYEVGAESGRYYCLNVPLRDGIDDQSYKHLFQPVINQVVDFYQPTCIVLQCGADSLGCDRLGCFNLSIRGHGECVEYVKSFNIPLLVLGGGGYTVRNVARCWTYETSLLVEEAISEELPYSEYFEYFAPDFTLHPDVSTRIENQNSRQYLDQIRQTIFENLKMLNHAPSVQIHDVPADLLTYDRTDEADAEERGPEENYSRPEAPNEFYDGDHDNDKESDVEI
HSF1 activator: increases HSF-1 driven luciferase reporter signal. NIH3T3-HGL HSF-1 luciferase reporter, MG132, 8 h; 100% = twice DMSO control signal. activation, % at 9 µM. 300,000 tested, 1.7% active. AID 504408;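 active = mean replicate activation of at least 50% with a set share of replicates each reaching 50%; inconclusive = only one of those two conditions met; inactive = mean below 50% and too few replicates reaching it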;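 also: 0% = median of the neutral control wells and 100% = twice that signal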
* = called active by the depositor; ? = inconclusive; . = not tested or not shown.

Every second line gives: AI-2 QS mod | HSF1 inh | Platelet DG rel | HSP90 inh | HSF1 activator | HDAC3 inhib | HIF act | KLF5 inhibitor | IEC-6 cytotox | aSyn UTR inh
NS(=O)(=O)c1ccc(N=NN2CCCCC2)cc1
 : 14 | 15 | -26 | 2 | 14 | ? | 1.2 | -62 | 0 | -43
O=C(Nc1nc(-c2cc(F)ccc2F)cs1)C1=COCCO1
 : 8 | 3 | 10 | . | 2 | 6 | 2.5 | . | . | -63
COc1ccc(C(=O)COC(=O)Cn2nnc3ccccc32)cc1Br
 : 4 | -4 | -1 | 0 | 17 | 13 | -0.2 | -16 | 1 | -2
CCN(CC)S(=O)(=O)c1ccc2c(c1)N(CC(=O)NCCN1CCOCC1)C(=O)CO2
 : 22 | 3 | -1 | 1 | 10 | . | -0.2 | -1 | -8 | 0
COc1ccc(-n2ncc3c2CC(C)(C)CC3NC(=O)CCc2c(C)noc2C)cc1 (stereo not drawn)
 : 11 | -3 | -1 | -1 | 5 | 1 | 0.5 | -27 | 0 | 3
CNCc1c(OCc2ccccc2F)ccc2ccccc12
 : 14 | -71* | -2 | 1 | -76 | -4 | -0.8 | -35 | 7 | -24
CCc1ccc(NC(=O)c2cc(CC(C)C)on2)cc1
 : 30 | 13 | 2 | -7 | 22 | . | 4.0 | -35 | 4 | -120
C(=N\N(Cc1ccccc1)c1ccccc1)/c1cccnc1
 : -8 | 18 | 1 | 1 | 40 | 15 | 0.1 | -41 | -9 | 17
Cc1ccc(CCNC(=O)c2ccc(CS(=O)(=O)Cc3ccccc3F)o2)cc1
 : 17 | 5 | -5 | -1 | 20 | -4 | 0.6 | -20 | 0 | 3
CCOC(=O)C1CCCCN1C(=O)c1oc2c(Cl)cc(C)cc2c1C (stereo not drawn)
 : 3 | 10 | -6 | 9 | 8 | -2 | 0.6 | -6 | 15 | -1
O=C(N/N=C/C=C/c1ccccc1)C(O)c1ccccc1 (stereo not drawn)
 : -49 | 4 | -3 | 0 | 14 | 7 | 1.3 | 0 | 5 | -56
CCCCc1cc(=O)oc2cc(C)cc(OCC(=O)N3CCC(C(N)=O)CC3)c12
 : 9 | -5 | 1 | -4 | -10 | -7 | 0.1 | -33 | -3 | 4
COC(=O)Nc1ccc(C)c2nsnc12
 : 2 | 7 | -5 | -1 | 6 | -18 | 0.1 | -35 | 1 | 12
N#CC1=C(SCC(=O)Nc2cccc3cccnc23)NC(=O)C(C#N)C12CCCCC2 (stereo not drawn)
 : 27 | 0 | -5 | 1 | 9 | -2 | -0.3 | -9 | -5 | -13
CCC1CCCCN1C(=O)CCS(=O)(=O)c1ccc2c(c1)CCN2C(C)=O (stereo not drawn)
 : 9 | 0 | -3 | 1 | 16 | -5 | -0.1 | 22 | -1 | -15
COC(=O)c1c(NC(=O)C(=O)NCCCN2CCOCC2)sc2c1CCC2
 : 16 | -2 | -4 | 0 | 4 | 3 | -0.6 | -3 | 0 | -6
Cn1cc(S(=O)(=O)NCC2CCCO2)c(=O)n(C)c1=O (stereo not drawn)
 : 14 | 2 | -2 | 0 | -6 | -1 | 0.0 | -24 | 2 | 7
CN1CN=C(NS(=O)(=O)c2ccc([N+](=O)[O-])cc2)NC1
 : -3 | -6 | -18 | 4 | 13 | -12 | -0.4 | -8 | -2 | -8
Cc1ccc(OCC(=O)Nc2ccc(N3CCOCC3)cc2)c([N+](=O)[O-])n1
 : . | -6 | 1 | 1 | -1 | 7 | -0.8 | 3 | -1 | -4
c1csc(-c2nc3nc4ccccc4nc3n2Cc2ccc3c(c2)OCO3)c1
 : . | . | . | 4 | . | 3 | . | -9 | 3 | .
Cc1nn(-c2ccccc2)cc1/C=N/NS(=O)(=O)c1ccccc1
 : -1 | 5 | -6 | -4 | -14 | 4 | 0.5 | -12 | -3 | -8
Cc1ccc(Cn2c(=N)c(C(=O)NC3CCCCC3)cc3c(=O)n4ccccc4nc32)cc1
 : 13 | 4 | 8 | -3 | 8 | -8 | -0.3 | -14 | 4 | 21
CCC(C)(C)NC(=O)C1CCN(c2nc(OC)nc(OC)n2)CC1
 : 21 | -7 | 2 | -3 | -11 | 2 | -0.5 | 8 | 2 | 16
O=C(NCCc1c[nH]c2ccccc12)C1CCN(S(=O)(=O)c2ccccc2F)CC1
 : 10 | 1 | 6 | 0 | -13 | -2 | -0.4 | 23 | -4 | 23
O=C(CCc1ccccc1)N=C1SC2CS(=O)(=O)CC2N1c1ccccc1 (stereo not drawn)
 : 26 | -2 | 11 | 1 | 1 | 1 | -0.4 | -9 | -4 | 2
Cc1c(CCO)c(=O)n2c([nH]c3ccccc32)c1C#N
 : 22 | -5 | -3 | -2 | 9 | -69 | 0.4 | -32 | 0 | -3
O=C(/C=C/c1ccc([N+](=O)[O-])cc1)NCCc1ccc(F)cc1
 : 11 | -22 | -5 | -2 | -9 | 3 | -0.2 | -14 | -2 | -3
O=C1OCCN1S(=O)(=O)Nc1ccccc1
 : 19 | -33 | 0 | 1 | -46 | -21 | 1.8 | -28 | -2 | -10
CCC(CC)c1nnc(NC(=O)c2c(C)nn(Cc3ccccc3Cl)c2C)s1
 : 6 | -14 | -26 | 3 | -8 | 13 | 0.1 | 12 | 7 | -1
N/C(=N\OC(=O)CCn1cccc(C(F)(F)F)c1=O)c1ccc(OC(F)(F)F)cc1
 : 11 | -9 | 12 | 2 | 1 | 12 | -0.2 | 6 | -2 | 9
C[C@@H](C(=O)Nc1ccccc1N1CCOCC1)N1C(=O)C2CC=CCC2C1=O (stereo partly drawn)
 : 19 | 2 | -1 | -3 | 4 | 0 | -0.3 | -21 | -3 | -20
c1ccc2c(c1)CCCn1nnnc1-2
 : 12 | -6 | 5 | -2 | -2 | 8 | -0.1 | 0 | -1 | 8
CCCCOC(=O)c1cc(=O)[nH]c(=O)[nH]1
 : 11 | -3 | 2 | 0 | 1 | -1 | -0.2 | 5 | -4 | -14
CCOC(=O)N1CCC(N2CCN(C3CCCC3)C(CCO)C2)CC1 (stereo not drawn)
 : 18 | -7 | 1 | -1 | -7 | 4 | 0.0 | -26 | 0 | 22
CN(C)S(=O)(=O)N1CCN(CC(=O)Nc2ccc(F)cc2)CC1
 : -2 | 4 | 7 | -3 | -2 | -5 | -0.6 | -15 | 0 | 7
CC(C)COc1ccc(C(=O)Nc2ccc(NC(=O)c3ccco3)c(Cl)c2)cc1
 : 193 | -38 | 50* | 7 | -46 | -12 | -0.2 | -2 | 7 | -149
CN1CCN(C(=O)NC2CCCN2S(=O)(=O)c2ccc(Cl)cc2)CC1 (stereo not drawn)
 : 20 | -3 | -8 | 3 | 5 | 4 | -0.4 | -20 | 4 | -16
Cc1ccc(C2CC(=O)NC(SCC(=O)Nc3nccs3)=C2C#N)cc1 (stereo not drawn)
 : 9 | -3 | 1 | -4 | 1 | 8 | 0.3 | -29 | -6 | -10
O=C(C1CC1)N1CCc2cc(Br)cc(S(=O)(=O)NCc3ccc4c(c3)OCO4)c21
 : 19 | -2 | 4 | 0 | -2 | 3 | 0.4 | -9 | 7 | -6
O=C(/C=C/N1CCN(Cc2ccccc2)CC1)C(F)(F)F
 : 15 | -4 | -7 | -1 | 6 | 3 | -0.2 | -3 | -1 | -2
CC1(C)C2CCC1(C(=O)O)c1nc3ccccc3nc12 (stereo not drawn)
 : 23 | -6 | 10 | 1 | 6 | -2 | -0.3 | -24 | -4 | -6
Cc1ccc(C(=O)CCC(=O)Nc2ccccc2C)c(C)c1
 : 17 | 1 | 8 | 0 | 5 | -8 | 0.7 | -9 | 5 | 1
COC(=O)Cc1ccc(NC(=S)NNC(=O)c2ccccc2Br)cc1
 : 14 | -3 | -10 | -1 | 3 | -5 | 0.1 | -18 | -6 | 15
Cc1ccc(N=Cc2c(O)n(-c3nccs3)c(=O)c3ccccc23)c(C)c1
 : 41 | -6 | -7 | -1 | 40 | 0 | -0.1 | -43 | 1 | 11
CC(C)(CO)NCc1cccc(OCc2ccc(Cl)cc2)c1
 : 14 | 19 | -10 | 6 | 38 | -2 | 1.0 | -11 | -8 | -16
Cc1ccc(-c2c(C(=O)NCc3ccccc3)oc(=O)c3ccccc23)cc1
 : 11 | 3 | 19 | 0 | 26 | 2 | 0.3 | -9 | -7 | 4
O=C(CSCc1ccccc1)NCCc1ccc(F)cc1
 : 19 | 6 | -5 | 0 | 9 | -8 | -0.4 | -37 | -3 | -3
O=C(NNC(=O)c1ccco1)c1ccccc1
 : 15 | -1 | 1 | -8 | -9 | 4 | 0.7 | -14 | 6 | -1
CCOC(=O)c1c(NC(=O)C2=C(C)NC(=S)NC2c2ccc(C)cc2)sc(C)c1C (stereo not drawn)
 : 30 | 4 | 4 | -6 | 23 | 0 | -0.1 | -39 | 3 | 21
O=C(Nc1ccc(N2CCOCC2)cc1)c1cccnc1
 : 8 | 17 | 4 | -2 | ? | 10 | 1.1 | 3 | -10 | -11
Cn1c(=O)cc(OCCCC(=O)NCc2ccccn2)c2ccccc21
 : 21 | -2 | 0 | 0 | 10 | 0 | 0.2 | -6 | -1 | 11
O=C(COc1cc2oc(=O)c3c(c2cc1Cl)CCC3)NCCCn1ccnc1
 : 8 | 2 | 0 | -2 | 6 | 9 | 0.4 | -18 | 6 | -20
COc1cccc(OCCNC(=O)c2cc([N+](=O)[O-])cc([N+](=O)[O-])c2)c1
 : 46 | 9 | 2 | -6 | 29 | 13 | -1.2 | 5 | 6 | -22
COc1ccc(N2C(=O)C(F)(F)C2c2ccc(C)cc2)cc1OC (stereo not drawn)
 : 24 | -2 | 15 | 2 | -17 | -3 | -0.7 | 18 | 0 | 20
CCOC(=O)c1cc2c(n(-c3ccccc3)c1=O)CC(C)(C)CC2=O
 : 33 | 1 | -1 | 0 | -3 | -10 | -0.3 | -18 | -3 | 7
Cc1cccc(C(C)C)c1NC(=O)C1CN(S(=O)(=O)c2ccccc2)CCN1S(=O)(=O)c1ccccc1 (stereo not drawn)
 : 10 | 2 | -10 | 1 | 8 | ? | -0.3 | 11 | 5 | -9
COc1ccccc1NC(=O)N(CCCN1CCOCC1)Cc1cc2cc3c(cc2[nH]c1=O)OCO3
 : 2 | -5 | -7 | . | 5 | 4 | -0.1 | . | . | -14
CCS(=O)(=O)N1CCN(c2ccc(C(=O)NC3C4CC5CC(C4)CC3C5)cc2[N+](=O)[O-])CC1 (stereo not drawn)
 : 7 | 5 | -13 | 4 | 2 | 10 | -6.8 | 3 | 0 | 25
COc1ccccc1OCC(=O)Nc1nc(C)c(C)s1
 : 15 | 28 | 12 | -5 | ? | 4 | 1.6 | -185 | -7 | -83
